Assay outcomes: PubChem, National Center for Advancing Translational Sciences (NCATS)
IL1B secr inh: qHTS for Inhibitors of Inflammasome Signaling: IL-1-beta AlphaLISA Primary Screen; THP-1 LPS/ATP IL-1B secretion, AlphaLISA, 16 h; stronger effect = lower value; activity change, % at 57.5 µM; 360,000 compounds, 4.7% hits; in the data active = activity change below about -50%; inconclusive = mostly about -30% to -49%; also: % is scaled to controls: 0 for no effect and ±100 for the full control effect
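Secreted IL-1B measured by AlphaLISA bead assay after 16 h compound exposure of THP-1 cells; compounds (final up to 57.5 uM) added 1 h before LPS (250 ng/mL) and ATP (1.25 mM) stimulation; lower signal means less secretion.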
HEK293 tox: qHTS of GLP-1 Receptor Inverse Agonists: Cytotox Screen; HEK293 cAMP-luciferase reporter cells, luminescence, 24 h; Potency, µM (highest dose often 38.3 µM), for inactives: at the highest dose activity change, negative = inhibition, most hits filed as inhibitors; 410,000 compounds, 0.13% hits; AID 624418, 2012;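 also: loss of luciferase light is scored as toxicity; potency is read from the fitted curve at half-maximal effect; % is scaled to controls: 0 for no effect and ±100 for the full control effect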
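A 23 nL compound transfer followed 12 hours of cell culture at 37 deg C; exposure then lasted 24 hr. Luciferase assay detection reagent was dispensed and plates read for luminescence after a 12 min room-temperature wait.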
HT1080NT lethal: qHTS for induction of synthetic lethality in tumor cells producing 2HG: qHTS for the HT-1080-NT fibrosarcoma cell line; HT-1080-NT fibrosarcoma viability, CellTiter-Glo ATP luminescence, 48 h; Potency, µM (series often up to 46.1 µM), for inactives: at the top dose activity, negative = less viability, actives largely listed as cytotoxic; 360,000 compounds, 1.6% hits;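 also: NT is the 2HG producing partner of a matched IDH1 knockdown line; potency is read from the fitted curve at half-maximal effect; 0% = DMSO-treated cells and -100% = media-only wells without cells; nearly all actives have a fitted effect of over 55% in size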
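750 cells/well, RPMI + 5% FBS; 2 h settle, compound pin-transfer, 48 h at 37 degrees C. CellTiter-Glo 10 min RT, luminescence. Normalized to DMSO and media-only wells.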
HT1080 IDH1KD tx: qHTS for induction of synthetic lethality in tumor cells producing 2HG: qHTS for the HT-1080-IDH1KD cell line; Potency, µM (highest dose often 46.1 µM), inactives show top-dose activity, negative = toxicity, most hits filed as cytotoxic; 360,000 compounds, 2% hits; HT-1080 IDH1 knockdown viability, ATP luminescence, 48 h;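 also: potency is read from the fitted curve at half-maximal effect; 0% = DMSO wells and -100% = cell-free medium wells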
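CellTiter-Glo luminescence after 48 h compound exposure at 37 degrees C of IDH1-knockdown HT-1080 cells in 5% FBS RPMI. %Activity scaled between DMSO wells and cell-free media wells, with curves fitted and assigned curve classes.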
D3 ag: qHTS of D3 Dopamine Receptor Agonist: qHTS | D(3) dopamine receptor (Homo sapiens), P35462 | D3R DiscoveRx beta-arrestin cells, luminescence, 90 min | max activation, % | 410,000 compounds, 0.58% hits | AID 652048, 2013; in the data active = max activation above about 30%; also: 0% is about no effect; mostly tested at two doses, the higher about 12 µM
Target sequence (P35462 whole entry, looked up): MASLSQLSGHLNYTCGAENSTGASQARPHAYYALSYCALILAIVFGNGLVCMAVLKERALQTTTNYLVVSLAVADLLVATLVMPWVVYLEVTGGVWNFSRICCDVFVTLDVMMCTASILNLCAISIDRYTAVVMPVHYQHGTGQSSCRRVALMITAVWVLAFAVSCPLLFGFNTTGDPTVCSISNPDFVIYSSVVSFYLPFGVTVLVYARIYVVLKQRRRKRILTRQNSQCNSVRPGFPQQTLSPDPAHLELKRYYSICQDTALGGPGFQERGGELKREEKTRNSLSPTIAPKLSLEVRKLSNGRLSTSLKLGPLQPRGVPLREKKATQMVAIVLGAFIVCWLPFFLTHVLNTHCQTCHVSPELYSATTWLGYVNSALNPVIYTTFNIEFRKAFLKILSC
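Agonist mode: compounds and dopamine controls were applied to plated cells for 90 min at 37 degrees C after an overnight attachment at 1500 cells/well. Luminescent read-out followed 30 - 60 minutes at room temperature with DiscoveRx detection reagent.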
SW480 rereplic: A quantitative high throughput screen for small molecules that induce DNA re-replication in SW480 colon adenocarcinoma cells; SW480 DNA re-replication, Hoechst DNA content imaging, 48 h; 340,000 compounds, 1.8% hits; AID 624297, 2012; Potency, µM (titrated, usually from 46.1 µM), for the others: at the top dose re-replication activation, hits mostly activators; also: potency is read from the fitted curve at half-maximal effect; % of control where 0% means no effect; nearly all actives have a fitted effect of over 55% in size
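Image-based read-out: total Hoechst fluorescence of nuclei (405 nm excitation, 500-530 nm emission), with hits raising the fraction of high-intensity nuclei. SW480 colon cells incubated 48 hr with compounds at 37 C.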
MCF10A rerep: A quantitative high throughput screen for small molecules that induce DNA re-replication in MCF 10a normal breast cells; 350,000 compounds, 2.9% hits; MCF 10A DNA re-replication, Hoechst nuclear intensity, 48 h; Potency, µM (series often up to 46.1 µM), for the others: top-dose activity, positive = re-replication, hits mostly activators; AID 624296, 2012; also: potency is read from the fitted curve at half-maximal effect; % of control where 0% means no effect; nearly all actives have a fitted effect of over 50% in size
KB-V1 cytotox: qHTS assay for MDR1-selective chemotherapeutics: Primary screen using the drug-selected MDR subline cells KB-V1 | AID 1347076, 2019 | KB-V1 MDR cells viability, CellTiter-Glo, 72 h | Potency, µM (titrated, usually from 46.1 µM), without a hit: at the highest dose activity change, negative = cytotoxicity, most hits filed as cytotoxic | 400,000 compounds, 3.4% hits; also: potency is read from the fitted curve at half-maximal effect; % is scaled to controls: 0 for no effect and ±100 for the full control effect; nearly all actives have a fitted effect of over 60% in size
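KB-V1 MDR subline cells in DMEM (phenol-red free, 10% FBS) exposed to compounds in qHTS concentration series for 72 h at 37 degrees C. Viability read by CellTiter-Glo luminescence; concentration-effect curves fitted after normalization and correction.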
KB-3-1 cytotox: qHTS assay for MDR1-selective chemotherapeutics: Primary screen using the parental adenocarcinoma cell KB-3-1; KB-3-1 viability, CellTiter-Glo ATP luminescence, 72 h; Potency, µM (series often up to 46.1 µM), for inactives: at the highest dose activity change, negative = cytotoxic, hits mostly cytotoxic; AID 1347075, 2019; 400,000 compounds, 1.4% hits; also: potency is read from the fitted curve at half-maximal effect; % is scaled to controls: 0 for no effect and ±100 for the full control effect; nearly all actives have a fitted effect of over 60% in size
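Cytotoxicity measured as CellTiter-Glo luminescence after 72 h at 37 C. Compound titrations were pinned onto drug-naive KB-3-1 parental adenocarcinoma cells grown in DMEM with 10% FBS, and normalized data fitted to concentration-response curves.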
Starred values were filed as active, the others as inactive; ? = inconclusive; . = no result given; [ ] = dose if it differs, or a comment. Unless noted, calls follow the shape of the dose curve; as a rule, active = well fitted curve in the direction sought with a large enough effect; inconclusive = small, poorly fitted or top-dose-only effect, or another doubt; inactive = no such curve, though single readings can be large; an effect the other way counts as inactive or inconclusive.

item	SMILES	IL1B secr inh	HEK293 tox	HT1080NT lethal	HT1080 IDH1KD tx	D3 ag	SW480 rereplic	MCF10A rerep	KB-V1 cytotox	KB-3-1 cytotox
1	c1ccc(COc2cccc(-c3cc4nc(NCCCn5ccnc5)ccn4n3)c2)cc1	-1.1	-19.9%	16.4µM*	23.1µM*	-0.4	.	.	-0.3%	-5.9%
2	CCN(CC)CC(=O)N1c2ccccc2Oc2c(c(=O)n(C)c(=O)n2C)C1c1cccc([N+](=O)[O-])c1 (stereo not drawn)	-4.1	-4.8%	25.2%	-9.2%	9.4	-7.4%	-2.0%	13.3%	25.6%
3	O=C(Cn1c(=O)oc2cc(S(=O)(=O)NC3CCCC3)ccc21)Nc1ccc(F)c(F)c1	.	-4.0%	.	.	4.4	.	.	1.6%	0.5%
4	Cc1cc(C)cc(-n2nnc(C(=O)NCc3ccc4c(c3)OCO4)c2N)c1	-22.5	-22.6%	8.4%	4.7%	-2.1	-4.9%	?	8.2µM*	0.6%
5	CCN(CC)CCCN(Cc1cc2cc3c(cc2[nH]c1=O)OCCO3)C(=O)Nc1ccccc1	-17.6	-12.9%	-9.1%	-14.4%	1.7	4.1%[9.22 µM]	13.6%	0.0%	?
6	S=C(Nc1ccc(Br)cc1Cl)NC1CCN(Cc2ccccc2)CC1	-75.9*	?	?	20.6µM*	-24.7	?	?	11.6µM*	?
7	COc1ccc(-c2cc(C(F)(F)F)nc(NCc3ccccc3)n2)cc1	.	10.5%	.	.	-12.9	.	.	?	-16.0%
8	O=C(CCNS(=O)(=O)c1cccc2nsnc12)NCCc1ccccc1	-13.8	2.8%	12.3%	14.0%	-5.2	-1.1%	6.0%	-3.7%	1.1%
9	C=CCSc1ncnc2sc(C)c(C)c12	-1.6	2.1%	-1.0%	-9.2%	0.7	0.2%	8.2%	-0.3%	-6.4%
10	CCC(C)(C)n1nnnc1C(CC(C)C)N1CCC(C(N)=O)CC1 (stereo not drawn)	26.8	-6.5%	15.3%	10.5%	3.1	-3.3%	-3.5%	-1.8%	10.3%
11	CS(=O)(=O)N1CCc2ccccc2C1	15.6	0.8%	23.9%	21.3%	1.2	-3.1%	0.1%	-11.4%	10.1%
12	COc1cccc(CNC(=O)c2cccc(S(=O)(=O)N3CCN(Cc4ccccc4)CC3)c2)c1	-8.3	-11.5%	0.8%	-3.0%	5.8	-2.9%	5.9%	14.6µM*	-12.1%
13	COc1ccc(NC(=O)CN(C)C(=O)c2cc(S(=O)(=O)N3CCCCCC3)ccc2OC)cc1	-4.7	7.8%	0.3%	-1.2%	-0.6	-268.2%[inhibitor]	2.9%	10.2%	0.4%
14	FC(F)(F)c1nc(-c2ccncc2)ncc1-c1nnnn1-c1ccccc1	22.3	8.0%	-0.2%	-5.9%	-4.7	-8.7%	1.6%	20.6µM*	-8.1%
15	Cc1ccc(C(C)C)cc1S(=O)(=O)NC1CC(C)(C)NC(C)(C)C1	-2.9	-15.1%	?	-15.3%	8.3	9.6%[1.84 µM]	-32.3%[inhibitor]	-10.4%	-3.2%
16	Nc1cc(=O)[nH]c(SCc2ccccc2Cl)n1	-8.5	-2.0%	-3.6%	-1.2%	-0.3	-3.5%	-1.6%	-26.3%	-29.9%
17	COCc1[nH]nc2c1C(C1C=CCCC1)C(C#N)=C(N)O2 (stereo not drawn)	-72.1*	5.7%	14.1µM*	11.2µM*	0.0	-2.6%	?	18.5%	-7.5%
18	COc1ccccc1/C=C1/C(=O)N(c2cc(C)cc(C)c2)C(c2cccc([N+](=O)[O-])c2)S1(=O)=O (stereo not drawn)	-14.4	0.7%	-9.0%	-6.2%	8.6	-1.5%	0.9%	-4.1%	-11.6%
19	NC(=O)CCN1CCN(Cc2nc(C(c3ccccc3)c3ccccc3)no2)CC1	-4.5	7.3%	15.1%	11.3%	-1.6	24.3%	19.6%	?	2.4%
20	CCOC(=O)C(Cc1ccccc1)C(=O)Nc1ccc(N(CC)CC)cc1 (stereo not drawn)	-0.1	-15.9%	-0.8%	1.5%	-17.6	-11.7%	0.7%	10.3%	10.5%
21	Cc1ccc(NNC(=O)c2ccno2)cc1Cl	49.3	-17.7%	?	3.66µM*	-5.7	5.9%	13.4%	2.1%	-16.3%
22	COc1cc(C(=O)NNC2=NC(C)(C)Cc3cc(C)c(C)cc32)cc(OC)c1OC	22.3	-30.2%	13.1%	15.8%	0.2	-1.7%	8.4%	-3.2%	-8.0%
23	O=C(CCNc1ccc(F)cc1)c1ccco1	-2.1	-17.6%	4.1%	-0.7%	-0.8	?	?	0.0%	?
24	O=C(c1ccc(-c2ccccc2)cc1)C1CCCN(C(=O)Cn2cncn2)C1 (stereo not drawn)	16.5	-10.2%	3.2%	3.0%	-11.6	6.1%	-1.3%	0.0%	-7.7%
25	COc1ccc(-c2nc3ccccc3n3c(-c4ccc(OC)cc4)c4c(=O)n(C)c(=O)n(C)c4c23)cc1	.	-8.3%	.	.	-7.6	.	.	15.5%	12.9%
26	O=S(=O)(NCCO)c1ccc2c(c1)Cc1cc(S(=O)(=O)NCCO)ccc1-2	-12.0	5.8%	5.7%	0.5%	5.4	-3.5%	-0.3%	0.0%	17.2%
27	Cc1cccc(OCC(=O)O/N=C(\N)Cc2ccc(Cl)cc2)c1	31.5	7.6%	7.8%	6.1%	-3.8	2.2%	?	5.8%	-0.8%
28	CC1CCC(NC(=O)CN2C(=O)c3ccccc3S2(=O)=O)CC1 (stereo not drawn)	-8.6	-15.9%	13.6%	9.0%	2.8	-21.4%	7.7%	0.0%	14.1%
29	COc1ccc(-c2cc(C(F)F)n3ncc(C(=O)N4CCc5ccccc5C4)c3n2)cc1	?	89.0%[activator]	?	-27.2%	0.2	14.6µM*	?	?	-6.2%
30	CC(C)(C)c1cc[n+](/C(C(=S)Nc2ccccc2F)=C(/[O-])c2ccc3c(c2)OCCO3)cc1	-10.8	-29.5%	2.0%	1.9%	1.6	8.7%	-0.9%	-0.9%	-1.1%
31	O=C(Cn1c(=O)n(-c2ccc(Cl)cc2)c(=O)c2sc3ccccc3c21)NC1CCCC1	.	2.1%	.	.	-5.1	.	.	17.7%	-4.5%
32	COc1ccc(C(=O)OCC(=O)c2ccc(CNC(C)=O)s2)cc1	4.9	2.6%	-2.3%	-3.4%	-2.4	-4.9%	1.4%	-12.0%	-7.4%
33	COc1ccc(Cl)cc1C(=O)Nc1nnc2n1CCS2	.	-2.0%	.	.	-12.5	.	.	0.0%	17.1%
34	Cc1ccc(S(=O)(=O)N2C[C@H]3[C@H]4C(=O)N(c5ccccc5)C(=O)[C@H]4C[C@H](OC(=O)Nc4cccs4)[C@@]3(O)C2)cc1	-19.3	6.8%	2.2%	5.0%	-8.8	.	.	11.9%	-5.9%
35	CN1C(=O)c2cccc3c(S(=O)(=O)Nc4ccccc4F)ccc1c23	-20.5	24.5%	-1.3%	-6.3%	5.2	-0.8%	?	?	0.0%
36	CC(=O)c1cccc(NC(=O)CCOc2ccccc2)c1	12.8	-4.6%	15.2%	7.8%	1.0	-5.6%	-6.6%	-20.9%	-1.7%
37	CCN(CC)CCCNC(=O)c1ccc(C)c(NC(=O)C2=C(C)OCCS2)c1	-3.1	-13.8%	4.0%	12.0%	2.5	-5.4%	2.3%	?	28.2%
38	Cc1nn(C(C)C(=O)NNC(=S)Nc2ccc(F)cc2)c(C)c1[N+](=O)[O-] (stereo not drawn)	-4.0	0.1%	1.7%	-2.1%	2.7	0.7%	13.8%	-6.8%	-7.6%
39	CCOc1ccccc1CN1CCN(Cc2ccon2)CC1CCO (stereo not drawn)	14.0	2.6%	-6.6%	1.4%	-9.1	21.8%	-9.7%	-8.7%	-4.8%
40	O=C1CC(C(=O)N2CCN(Cc3ccccc3)CC2)CN1Cc1ccccc1 (stereo not drawn)	-0.5	0.5%	5.6%	5.4%	-5.0	0.4%	2.3%	-21.3%	-4.2%
41	O=C(Oc1ccc(/C=N/NC(=O)c2ccccn2)cc1)c1cccc(F)c1	-6.4	19.6%	-0.7%	7.2%	-7.4	-1.4%	0.1%	-0.6%	-7.9%
42	CSc1ccccc1C(=O)C1CCCN(C(=O)c2cncs2)C1 (stereo not drawn)	0.0	-0.3%	-5.9%	1.4%	1.2	9.7%	3.1%	1.0%	0.4%
